# Assay outcomes as filed in PubChem BioAssay.
# PKA-R2B activ: activators of human PKA-R2B complex. AID 504700. activation, % at 11.4 µM. PKA-R2B holoenzyme dissociation, Cy5-IP20 fluorescence polarization; R2B truncated from residue 108, S112A mutant; 0% DMSO only, 100% 113 µM cGMP. 340,000 compounds, 0.079% hits;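 active = activation above a cutoff set at the mean over all compounds plus 3 SD, cut at about 18% in these data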;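 also: higher means more holoenzyme dissociation and a rise in polarization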
# Target sequence (P31323 whole entry, looked up, other chains not shown, the tested form may be a part): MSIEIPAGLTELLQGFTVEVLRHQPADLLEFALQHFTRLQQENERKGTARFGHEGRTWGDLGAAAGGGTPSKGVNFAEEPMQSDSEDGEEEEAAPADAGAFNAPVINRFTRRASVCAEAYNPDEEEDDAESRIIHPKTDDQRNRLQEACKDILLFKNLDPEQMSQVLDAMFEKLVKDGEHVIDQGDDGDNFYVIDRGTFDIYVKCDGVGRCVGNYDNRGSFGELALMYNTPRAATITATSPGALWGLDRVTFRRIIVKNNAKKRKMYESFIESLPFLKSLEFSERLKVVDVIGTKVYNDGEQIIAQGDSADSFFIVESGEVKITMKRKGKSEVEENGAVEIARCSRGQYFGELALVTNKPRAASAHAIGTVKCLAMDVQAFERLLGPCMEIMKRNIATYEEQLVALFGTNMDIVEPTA
# Keap1-Nrf2 PPI: Keap1-Nrf2 (human) interaction inhibition; inhibition, % at 9.4 µM; AID 504523; 340,000 compounds, 0.15% hits; Q14145; Keap1 Kelch-Nrf2 peptide fluorescence polarization, 1536-well; in the data active = inhibition above about 12%;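 also: human Keap1 Kelch domain with fluorescein labeled Nrf2 9mer peptide probe; 0% = neutral control wells and 100% = peptide positive control; higher means more block of Keap1 binding to Nrf2 peptide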
# DAGLB inhibitor: blocks human DAGLB lipase activity. Q8NCG7. HEK293T DAGLB membrane lysate, EnzChek fluorogenic substrate. inhibition, % at 5.17 µM. 340,000 compounds, 0.059% hits. AID 504411; in the data active = inhibition above about 34%;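 also: 0% = enzyme with vehicle and 100% = wells lacking enzyme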
# Target sequence (Q8NCG7 whole entry, looked up): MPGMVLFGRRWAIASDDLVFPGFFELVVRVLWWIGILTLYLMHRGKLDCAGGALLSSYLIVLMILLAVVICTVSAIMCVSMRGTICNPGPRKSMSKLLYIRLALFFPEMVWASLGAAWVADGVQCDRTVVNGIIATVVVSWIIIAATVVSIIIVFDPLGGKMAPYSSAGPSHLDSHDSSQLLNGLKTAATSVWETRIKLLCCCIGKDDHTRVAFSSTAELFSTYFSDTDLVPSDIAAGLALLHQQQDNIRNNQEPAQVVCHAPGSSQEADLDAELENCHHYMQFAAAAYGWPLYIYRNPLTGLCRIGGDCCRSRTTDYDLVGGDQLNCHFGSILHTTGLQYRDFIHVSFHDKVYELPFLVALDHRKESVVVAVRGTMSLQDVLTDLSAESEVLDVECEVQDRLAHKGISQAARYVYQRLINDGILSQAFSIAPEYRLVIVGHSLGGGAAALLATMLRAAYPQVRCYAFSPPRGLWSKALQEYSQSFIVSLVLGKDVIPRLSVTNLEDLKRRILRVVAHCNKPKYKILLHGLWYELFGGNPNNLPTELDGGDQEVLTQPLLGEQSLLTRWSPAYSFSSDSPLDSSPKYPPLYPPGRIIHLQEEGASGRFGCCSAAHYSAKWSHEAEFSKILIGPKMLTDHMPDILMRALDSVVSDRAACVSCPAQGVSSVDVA
# Cardiac RTF inh: cardiac RTF calcium desensitization; P19429+P45379; IANBD-labeled cardiac RTF, Ca2+ fluorescence; inhibition, % at 7.15 µM; 340,000 compounds, 0.12% hits; AID 493244;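 active = inhibition above the mean inhibition of all tested compounds plus 3 SD, cut at about 17% in these data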;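 also: assay run at fixed EC70 calcium of 1.6 mM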
# cardiac RTF act: increases calcium sensitivity of human cardiac regulated thin filaments; IANBD-labeled TnC RTF fluorescence at EC20 calcium; 0% EC20 calcium, 100% full calcium; activation, % at 7.2 µM; 340,000 compounds, 0.24% hits;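 active = activation above the mean over all tested compounds plus 3 SD, cut at about 30% in these data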;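 also: rise in fluorescence read as greater calcium sensitivity of cardiac thin filaments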
# SR-BI DiI-HDL act: SR-BI HDL lipid transfer activation; AID 504775; 320,000 compounds, 0.096% hits; CHO ldlA[mSR-BI] cells, DiI-HDL uptake fluorescence, 3 h; 100 = double the neutral-control signal; activation, % at 12.5 µM;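 active = mean replicate activation of at least 60% and every replicate at or above 60%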;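 also: 0% = median plate neutral-control signal and 100% = twice that signal; values of inactives mirror those of a sister screen read the other way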
#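 Test system: SR-BI-overexpressing, LDLR-lacking CHO cells; Medium: Ham's F12 with 0.5% BSA, HEPES 25 mM, pH 7.4; Schedule: 3 h, 37 °C; Technique: bottom-read fluorescence, 550/595 nm.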
# CAL PDZ FP-1: human CAL PDZ-peptide interaction inhibition. 330,000 compounds, 0.02% hits. AID 504414. inhibition, % at 20 µM. purified CAL PDZ, TMR-peptide fluorescence polarization, 1 h. Q9HD26;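 active = highest replicate inhibition of at least 40%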;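 also: plate controls were DMSO neutral control wells for no effect and unlabeled competitor peptide control wells for full effect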
#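 material = purified tagged CAL PDZ domain construct (CerCALP) | compound dosing = 20 µM, one dose | times = 1 h at RT | measured by = fluorescence polarization from S- and P-plane intensities, G-factor corrected | read-out = inhibition from polarization loss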
# CAL PDZ FP-2: blocks peptide binding to the human CAL PDZ domain; AID 602252; Q9HD26; 300,000 compounds, 0.92% hits; purified CAL PDZ, TMR-peptide fluorescence polarization, 1 h; inhibition, % at 24.9 µM;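 active = mean inhibition of at least 30% with at least half of replicates also reaching 30%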;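 also: 0% = DMSO neutral control and 100% = excess unlabeled competitor peptide PRC23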
# LANA DNA inh: KSHV C-LANA DNA binding inhibition | AID 504423 | 340,000 compounds, 0.078% hits | inhibition, % at 9 µM | MBP-C-LANA/FAM-LBS DNA binding, fluorescence polarization;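 active = highest replicate inhibition at or above 60% at 9 µM, even if other replicates fall short; inactive = all replicates below 60% inhibition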;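 also: 0% = neutral control wells and 100% = 4 µM acridine orange control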
# Rtt109 HAT inh: C. albicans Rtt109 histone acetyltransferase inhibition; Q5AAJ8; purified Rtt109/Vps75, ThioGlo CoA-SH fluorescence, 4 h; inhibition, % at 34.9 µM; 330,000 compounds, 0.16% hits;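 active = inhibition of at least 50% in every replicate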
# Starred values were filed as active, the others as inactive; x = not tested or not shown.
SMILES,PKA-R2B activ,Keap1-Nrf2 PPI,DAGLB inhibitor,Cardiac RTF inh,cardiac RTF act,SR-BI DiI-HDL act,CAL PDZ FP-1,CAL PDZ FP-2,LANA DNA inh,Rtt109 HAT inh
COc1cc(NC(C)=O)ccc1NC(=O)c1cc2ccccc2o1,-10,0,-1,-8,2,-5,0.8,x,-0.3,-8
COc1ccccc1N1CCN(C(=S)NC(=O)/C=C/c2ccccc2)CC1,-1,-1,-4,-3,-4,-25,-0.1,-9,-1.3,3
c1ccc(-c2nc3ccccc3[nH]2)cc1,-6,-5,2,0,1,-14,-0.5,1,-0.3,6
O=C(COc1ccc([N+](=O)[O-])cc1)Nc1ccc(C(=O)NCc2cccnc2)cc1,-15,-4,1,-5,-4,-33,-0.9,-3,-0.6,-3
Cc1ccc2c(C)c(C(=O)N(Cc3ccncc3)CC3CCCO3)oc2c1C (centres undefined),1,0,2,-6,-4,x,-1.7,x,0.8,5
CC(OC(=O)c1cc2sccc2n1C)C(=O)NCc1ccco1 (centres undefined),8,4,0,4,6,3,-1.9,-4,-2.3,1
COC(=O)c1cc(S(=O)(=O)NCC2CCN(Cc3ccc(Cl)cc3)CC2)cn1C,-8,2,-1,-6,-7,11,-2.0,-4,-1.3,6
COC(=O)[C@@H](NC(=O)N1CCC(C)CC1)C(C)C,-7,1,-1,-1,-11,7,0.0,-9,-0.1,-4
CC/C(C)=N/NC(=S)NCc1ccco1,-9,-7,2,-21,9,17,-1.1,-2,-1.0,-5
C(/CCc1ccccc1)=N\n1cnnc1,2,-1,1,-14,2,58,-0.5,8,0.7,-19
CCN(Cc1nc(-c2ccc(OC)c(OC)c2)no1)C(=O)c1ccoc1C,-1,-6,-1,-9,0,x,-1.7,x,-2.9,10
O=c1c2ccccc2nc(SCc2nc3ccccc3s2)n1Cc1ccco1,-2,-1,-9,-15,7,-17,-3.4,8,0.4,0
COc1cc(OC)cc(OC(=O)C2CCN(C(=O)c3ccc(Cl)cc3)CC2)c1,16,-3,-3,-7,-2,-5,-4.4,-3,-1.9,-9
O=C(Nc1ccon1)Nc1cccc(Cl)c1Cl,4,-1,-5,-4,2,2,-4.6,0,-0.4,-7
O=C(O)C1C2CCC(C2)C1C(=O)Nc1ccc(Cl)c(Cl)c1 (centres undefined),-3,5,0,-7,5,-3,-0.1,-6,-0.6,-7
COc1cc(/C=N/NC(=O)c2cccc3ccccc23)cc(OC)c1OC,-8,0,-5,-10,3,-14,-3.4,-33,-1.2,8
Cc1nc(-c2ccc(C(=O)O)cc2)cs1,-6,-2,-1,-9,7,9,0.0,2,-0.9,x
Cc1ccc(O)c(Sc2cc(C)ccc2O)c1,-20,0,-7,3,-3,x,-2.2,4,0.2,23
NS(=O)(=O)c1ccc(CCNC(=O)c2cc([N+](=O)[O-])ccc2N2CCOCC2)cc1,3,0,1,-1,2,-15,-0.4,-6,-2.8,8
CCN1CCN(c2cc3nc(C)n(Cc4ccccc4)c(=O)c3cc2NC(=O)c2ccccc2F)CC1,1,-1,-1,-6,-1,-28,-6.4,-8,0.7,2
COc1ccc(/C=N/NC(=O)C2CCN(c3ncc(C(F)(F)F)cc3Cl)CC2)cc1,-12,-4,0,-11,4,-9,-1.3,-2,-1.1,5
CCc1ccc(-c2csc(NC(=O)C3CCCO3)c2C(=O)OC(C)C)cc1 (centres undefined),1,-8,-20,1,-10,-16,x,-7,-1.9,16
COc1ccccc1C(CC(=O)O)c1ccc2c(c1)OCO2 (centres undefined),4,2,1,-8,6,3,-1.0,x,-1.4,-10
O=C(/C=C/c1ccc2c(c1)OCO2)NCCSCc1ccc(Cl)cc1,-6,-5,-10,-1,-9,21,-0.5,3,3.6,-1
O=C(c1cc(=O)[nH]c2ccccc12)N1CCN(S(=O)(=O)c2ccc(Cl)cc2)CC1,-1,-3,1,-2,-1,18,-0.6,-2,-0.1,-3
COc1cc(CNC[C@H]2O[C@@H](n3cnc(C(N)=O)n3)[C@H](O)[C@@H]2O)ccc1OCc1cccc(Cl)c1,-10,-1,-5,-8,-1,6,-1.5,0,-0.4,-2
CN(c1ccccc1)S(=O)(=O)c1ccc(C(=O)N2CCc3ccccc3C2)cc1,-10,4,0,-3,6,-39,-2.5,0,5.3,-3
CC(=O)c1cccc(Nc2nc(-c3ccccc3)cs2)c1,-10,-9,-6,8,2,-75,0.6,0,8.5,14
Cc1cc(C)cc(CN2CCC(Oc3ccc(C(=O)N4CCCC4)cc3)CC2)c1,-5,-6,-1,-5,-1,-47,-1.0,4,0.3,4
CCC(=O)NCCc1cc2ccc(C)c(C)c2[nH]c1=O,-4,-7,-1,-8,2,8,-0.6,-2,0.6,-3

# Looked up above.
# CCN(Cc1nc(-c2ccc(OC)c(OC)c2)no1)C(=O)c1ccoc1C – Rtt109 HAT inh: 10
# Cc1ccc2c(C)c(C(=O)N(Cc3ccncc3)CC3CCCO3)oc2c1C (centres undefined) – PKA-R2B activ: 1
# COc1cc(OC)cc(OC(=O)C2CCN(C(=O)c3ccc(Cl)cc3)CC2)c1 – SR-BI DiI-HDL act: -5

# The list goes on.
SMILES,PKA-R2B activ,Keap1-Nrf2 PPI,DAGLB inhibitor,Cardiac RTF inh,cardiac RTF act,SR-BI DiI-HDL act,CAL PDZ FP-1,CAL PDZ FP-2,LANA DNA inh,Rtt109 HAT inh
N#Cc1cn(-c2ccccc2)nc1-c1ccco1,6,-1,-2,-3,-1,-21,-0.8,-2,-0.1,1
COc1ccc2c(c1OC)C(=O)N1N=C(c3ccccc3)CC21 (centres undefined),0,0,-5,-5,2,4,-0.9,-2,1.2,-8
Cc1ccc(C(=O)OCC(=O)NC(=O)c2cccn2C)cc1[N+](=O)[O-],-5,3,0,-7,0,4,-2.1,-5,-0.4,1
CCc1cc(=O)oc2c(C)c(OC(C)C(=O)N3CCC[C@@H]3C(=O)O)ccc12 (some centres undefined),-4,-3,-2,0,5,-12,0.7,5,-1.2,6
Cc1ccc(SCCNC(=O)c2cccc([N+](=O)[O-])c2C)cc1,1,-6,-10,3,-8,-6,0.0,x,-1.4,16
CN(C(=O)CSc1nc2ccccc2c(=O)n1-c1ccccc1Cl)C1CCS(=O)(=O)C1 (centres undefined),-1,0,-2,1,-4,21,-0.4,-6,1.2,-4
CN(Cc1ccccc1)C(=O)C1CCN(S(=O)(=O)c2cccc3nsnc23)CC1,1,-3,-5,-1,-3,13,-3.0,-3,1.2,-10
CCOC(=O)c1ccccc1NC(=O)CSc1nc(N)cc(=O)[nH]1,2,-7,-1,6,9,10,0.3,-1,1.0,0
O=C(C1=C[C@H](C2CC2)C[C@H](OCCCCO)O1)N1CCN(Cc2ccccc2)CC1,4,1,-5,1,5,24,0.2,-4,-0.2,1
Cc1ccc(S(=O)(=O)N2C3C=CC(C3)C2C(=O)O)cc1 (centres undefined),-12,-4,1,0,9,-6,-0.6,0,0.6,-13
CCNS(=O)(=O)c1ccc(CCC(=O)Nc2ccc(C(=O)OC)cc2)cc1,6,2,-2,-1,-1,-6,-0.2,-6,-1.3,4
O=c1[nH]n(-c2ccc(Cl)cc2)c2ncccc12,1,-1,6,3,-2,x,-0.1,-1,-1.0,-1
CCCNC(=O)c1c(N)n(-c2ccc(S(N)(=O)=O)cc2)c2nc3ccccc3nc12,5,0,0,1,-3,18,-0.7,-4,0.3,-27
COc1nc(NCCN2CCOCC2)nc(Nc2ccccc2)n1,-6,-5,-1,-3,-4,9,0.2,-4,0.4,-1
C=CCn1c(SCc2ccc(OC)cc2)nnc1-c1cccnc1,-1,2,-1,-6,1,7,-0.7,0,1.0,10
COC(=O)c1sc(NC(=S)NC(=O)c2cccc(C)c2)nc1C,-6,2,3,-6,2,7,-0.4,-2,-1.0,1
N#Cc1c(Cl)nsc1NN,-2,-2,3,2,-4,-6,x,1,-1.8,-6
C=CCn1c(CC#N)nnc1N1CCOCC1,-10,1,1,5,4,30,-0.6,0,0.0,x
O=S(=O)(NCCc1csc(-c2cccnc2)n1)c1ccc(F)cc1,2,5,1,-6,-1,-7,0.7,-6,0.6,-2
COc1ccc(N(CC(=O)Nc2ccccc2C(=O)N2CCCC2)S(=O)(=O)c2ccccc2)cc1,1,-1,-1,-6,-1,20,1.5,7,0.1,9
COc1ccc(F)cc1S(=O)(=O)N1CCN(C(=O)c2ccco2)CC1,0,-3,-2,5,-6,14,0.5,-7,-2.6,4
Fc1ccccc1-c1nc2ncccc2o1,4,-5,1,2,-2,29,0.3,8,-0.3,-3
COc1ccc(CCNC(=O)C2CC(c3cccc([N+](=O)[O-])c3)=NO2)cc1 (centres undefined),-8,5,0,-4,0,32,0.4,0,-1.7,1
COc1ccc(Cl)cc1NC(=S)NCCc1ccc(F)cc1,9,3,-4,2,-6,-40,-3.4,0,-1.5,4
Cc1cc2c(NC(=O)Nc3ccc(C(F)(F)F)cc3)cccc2nn1,5,1,0,0,-4,-19,-8.3,x,-0.3,1
Cc1ccc(NC(=O)Cn2cc(C(F)(F)F)cc(Cl)c2=O)cc1S(=O)(=O)N1CCCCC1,-1,0,-6,-2,-7,-20,-0.4,x,0.4,4
CC1Oc2ccccc2N(Cc2cccc(F)c2)C1=O (centres undefined),-9,-4,-4,3,-1,-5,-0.9,-2,0.3,3
Cc1cccc(-c2c3c(=O)n(C)c(=O)n(C)c3c3nnc4ccccc4n23)c1,-4,-2,-3,-12,-6,14,-0.4,-2,-4.3,-2
Cc1ccc(C2CC(=O)C=C(NCc3ccccc3)C2)cc1 (centres undefined),-11,-1,0,-8,6,8,-2.5,x,-0.5,-6
CC(C)=CC(=O)OCC(=O)Nc1cc(C)cc(C)c1,5,-1,-2,-2,0,-16,-3.1,-1,0.5,7
CCC(C)c1c(O)nc(SCC(=O)N2CCCCC2)[nH]c1=O (centres undefined),-17,2,-1,5,-1,7,-2.5,0,1.9,x
Cn1cc2ccc([N+](=O)[O-])cc2n1,-16,-3,-3,-4,-3,-5,-0.5,-5,0.3,-4
Cc1ccc(S(=O)(=O)N2CCCCC2CCNC(=O)C(=O)NCC2CCCO2)cc1 (centres undefined),-1,0,-1,-4,-3,1,-0.4,-2,1.4,-12
CC1(C)CC(=O)C(C(c2ccncc2)C2C(=O)CC(C)(C)CC2=O)C(=O)C1,2,-8,2,6,5,26,-0.2,2,-1.9,8
Cc1ccc(CNC(=O)C(=O)NCC2OCCN2S(=O)(=O)c2ccc3c(c2)OCCO3)cc1 (centres undefined),-1,-2,-1,-8,10,12,-0.2,x,-1.0,-6

# Ordered by the number under CAL PDZ FP-2 (largest number first): some entries from above
Molecule,CAL PDZ FP-2
Cc1nc(-c2ccc(C(=O)O)cc2)cs1,2
COc1ccc(/C=N/NC(=O)C2CCN(c3ncc(C(F)(F)F)cc3Cl)CC2)cc1,-2
O=S(=O)(NCCc1csc(-c2cccnc2)n1)c1ccc(F)cc1,-6

# Outcome played no part in choosing rows; 1.6% or so of the library scored in one or more.
